Compound activity as filed in PubChem.
RBX1-CUL1 inh: inhibitors of human ROC1-CUL1 ubiquitin ligase activity. E3 ubiquitin-protein ligase RBX1 (Homo sapiens) + Cullin-1 (Homo sapiens), P62877+Q13616. in vitro K48 di-Ub FRET, acceptor:donor ratio, 45 min. inhibition, % at 10 µM. hit rate 0.6% among 140,000. AID 1347404, 2020; in the data active = inhibition above about 25%
Target sequence (P62877 whole entry, looked up): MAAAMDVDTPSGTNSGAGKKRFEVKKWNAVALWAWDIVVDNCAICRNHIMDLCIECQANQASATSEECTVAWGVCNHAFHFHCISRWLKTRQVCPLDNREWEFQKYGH
Target sequence (Q13616 whole entry, looked up): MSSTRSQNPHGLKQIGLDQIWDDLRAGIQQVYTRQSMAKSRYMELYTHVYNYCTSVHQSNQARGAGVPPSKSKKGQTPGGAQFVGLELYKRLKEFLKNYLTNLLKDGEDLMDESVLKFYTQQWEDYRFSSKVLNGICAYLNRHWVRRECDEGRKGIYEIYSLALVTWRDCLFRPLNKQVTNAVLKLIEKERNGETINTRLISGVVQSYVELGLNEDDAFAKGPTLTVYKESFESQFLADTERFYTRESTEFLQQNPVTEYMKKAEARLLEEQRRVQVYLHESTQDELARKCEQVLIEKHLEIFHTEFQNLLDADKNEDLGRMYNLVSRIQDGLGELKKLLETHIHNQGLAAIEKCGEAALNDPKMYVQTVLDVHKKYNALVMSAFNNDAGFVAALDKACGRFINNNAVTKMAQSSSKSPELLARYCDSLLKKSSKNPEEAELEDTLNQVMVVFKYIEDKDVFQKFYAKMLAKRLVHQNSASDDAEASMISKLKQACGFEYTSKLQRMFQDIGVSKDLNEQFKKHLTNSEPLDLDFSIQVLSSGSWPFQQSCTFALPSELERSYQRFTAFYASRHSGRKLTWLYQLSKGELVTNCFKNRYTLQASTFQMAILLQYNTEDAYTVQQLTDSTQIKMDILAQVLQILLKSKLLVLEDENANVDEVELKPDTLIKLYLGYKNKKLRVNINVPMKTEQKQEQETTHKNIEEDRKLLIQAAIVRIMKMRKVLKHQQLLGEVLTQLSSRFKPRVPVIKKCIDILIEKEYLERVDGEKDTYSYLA
Starred values were filed as active, the others as inactive.

SMILES	RBX1-CUL1 inh
COc1ccc(-c2noc(-c3ccc(NCc4ccc(C)cc4)c([N+](=O)[O-])c3)n2)cc1OC	0
O=C(NC(=S)Nc1ccc(S(=O)(=O)N2CCOCC2)cc1)c1cccc(Cl)c1	15
CC(=O)C1C(=O)C(=O)N(CCc2c[nH]c3ccccc23)C1c1ccc(Br)cc1 (stereo unspecified)	1
CCN1C(=O)C2(c3ccccc31)c1c(oc3ccc(C)cc3c1=O)C(=O)N2CCCOC(C)C (stereo unspecified)	-5
COc1ccc(S(=O)(=O)N(C)C)c2ccccc12	13
COCCNC(=O)c1ccccc1-c1ccccc1C(N)=O	0
CCc1ccc(C2c3c(n[nH]c3-c3cccs3)OC(=N)C2C#N)cc1 (stereo unspecified)	0
O=C(CCCSc1nc2sc3c(c2c(=O)[nH]1)CCC3)NCCCO	2
Cc1ccc(CNc2nc3ccc(Cl)cc3n3nnnc23)cc1	-2
COc1cc(CN2CCC(OC)CC2)ccc1OCC(O)CN1CCCCCCC1 (stereo unspecified)	4
O=C(CCc1cccnc1)NCc1cccnc1N1CCCC(O)C1 (stereo unspecified)	3
CCOC(=O)c1cn(CC(=O)Nc2cccc(Cl)c2C)nn1	1
COc1ccc(OCc2nnc(SCC(=O)Nc3ccc([N+](=O)[O-])cc3)n2C)cc1	-8
c1ccc(Cc2nnc3sc(-c4cccs4)nn23)cc1	9
COC(=O)C1C(=O)C(C(=O)OC)C(c2cccs2)C(C#N)(C#N)C1c1cccs1 (stereo unspecified)	-1
O=C1CC(CNC(=O)N2CCN(C(c3ccccc3)c3ccccc3)CC2)CN1Cc1ccccc1 (stereo unspecified)	3
CCCCNCc1cc(Br)c(OCC(=O)N2CCOCC2)c(OC)c1	3
CC(C)Oc1cccc(C(=O)N2CCN(S(C)(=O)=O)CC2)c1	-1
COc1ccc2c(c1)C=CC1(O2)Oc2cccc3c(OC)ccc1c23 (stereo unspecified)	-4
N#Cc1c(C(F)(F)F)cc(-c2cccs2)nc1SCc1cc2c(cc1Cl)OCO2	-2
O=c1n(Cc2cccc(C(F)(F)F)c2)c2ccccc2c2nc(-c3ccccc3)nn12	-8
CCOC(=O)c1cc(OC(=O)c2ccccc2C)n(-c2ccccc2)n1	-3
O=C(O)/C=C\C(=O)Nc1ccccc1C(=O)NCc1ccccc1	1
CCc1ccc(S(=O)(=O)NC2CC(C)(C)NC(C)(C)C2)cc1	6
CCCc1noc(CN2CCCC3(CCCN(C)C3)C2)n1 (stereo unspecified)	-4
COc1cccc(NC(=O)Cn2c(=O)ccc3cc(S(=O)(=O)N4CCC(C)CC4)ccc32)c1	0
Clc1ccc(Cc2noc(-c3cccs3)n2)c(Cl)c1	3
CSc1nc2c([nH]c3ccccc32)c(=O)n1-c1ccc(F)cc1	2
COc1cc(OC)c(NC(=O)N2CCC(CN3CCOCC3)CC2)cc1Cl	0
O=C(NCCCc1ccccc1)c1nn(-c2ccccc2)nc1CO	2
O=C(O)c1cccc(N2C(=O)c3cccc4cccc(c34)C2=O)c1	-7
Cc1ccc(NC(=O)c2sc(-n3nc(C)c(Cc4ccc5c(c4)OCO5)c3C)nc2C)cc1Cl	-2
Cc1cc2[nH]c(=O)c(=O)[nH]c2cc1S(=O)(=O)NCc1ccc(F)cc1	-1
Cc1oc2ncn(C)c(=O)c2c1C(=O)N(C)c1ccccc1F	-1
CCCCS(=O)(=O)N1CCCC(C(=O)Nc2ccc3c(c2)CCC3)C1 (stereo unspecified)	0
CCS(=O)(=O)N1CCC(C(=O)Nc2cccc(Br)c2)CC1	6
CCCCOC(=O)Nc1sc2c(c1C(=O)OC)CCC2	3
Nc1c(C(=O)c2ccc(Cl)c(Cl)c2)sc2nc(-c3cccs3)ccc12	-3
Cc1ccccc1Nc1nc(N)c(C(=O)c2ccccc2Cl)s1	-5
C=CCn1c(SCC(=O)Nc2ccc3c(c2)OCCO3)nc2scc(-c3ccc(OC)cc3)c2c1=O	-7
CCOC(=O)c1c(NC(=O)c2ccc(Cl)c([N+](=O)[O-])c2)sc2c1CCC2	0
CCN(CC)Cc1nc2c(c(=O)n(CCCOC(=O)c3cc(OC)c(OC)c(OC)c3)c(=O)n2C)n1C	8
CCOC(=O)c1c(-c2cccc3ccccc23)csc1NC(=O)c1cccc([N+](=O)[O-])c1	7
COc1cc(/C=N/N(C)c2ccccc2)ccc1Oc1c(-c2ccc(Br)cc2)n(C)c2ccccc12	-8
COc1ccc(-c2[nH]ncc2CN(Cc2nccn2C)C(C)C)c(OC)c1	-2
CCNCc1ccc(-c2cccc(Cl)c2)o1	6
O=C1C(=O)N(c2ccc(CCO)cc2)C(c2cccnc2)C1C(=O)c1ccco1 (stereo unspecified)	6
Cc1ccc(NC(=O)C2CCN(Cc3ccccc3)CC2)c(C)c1	13
CC1=NC(=O)NC(=O)C1S(=O)(=O)N(CC(=O)Nc1cccc(C)c1C)c1cc(C)cc(C)c1 (stereo unspecified)	-6
O=C(O)c1ccc(I)c(O)c1	-4
CSc1cccc(NC(=O)CN(C)S(=O)(=O)c2ccc3c(c2)CCCN3C(C)=O)c1	2
COc1ccc(S(=O)(=O)Nc2c(C)nn(Cc3c(F)cccc3Cl)c2C)cc1	-7
CC(=O)NS(=O)(=O)c1ccc(NC(=O)CCC(=O)O)cc1	7
COc1ccc(/C=C2/C(=O)N(C)C(=S)N2C)cc1	4
CCN1CC(CN(C)C(=O)c2cc(COc3ccc(C)nc3)on2)CC1=O (stereo unspecified)	5
COc1ccc(C(=O)NNC(=O)c2ccc(Cl)cc2Cl)cc1[N+](=O)[O-]	4
COc1cc(O)ccc1C1CC(=O)N=C2C1C(=O)N=C(SCc1ccccc1C)N2C (stereo unspecified)	7
CC(=O)c1cccc(-n2c(CCC(=O)O)ccc2-c2ccccc2)c1	10
COc1ccccc1NCc1nnc2n1CCCCC2	2
Cn1cnc(S(=O)(=O)N2CCCC(C(=O)NCc3ccc(F)cc3)C2)c1 (stereo unspecified)	-13

Retrieved one by one from above, 5 records:
SMILES	RBX1-CUL1 inh
COc1cc(O)ccc1C1CC(=O)N=C2C1C(=O)N=C(SCc1ccccc1C)N2C (stereo unspecified)	7
CCOC(=O)c1c(-c2cccc3ccccc23)csc1NC(=O)c1cccc([N+](=O)[O-])c1	7
COc1ccc(S(=O)(=O)Nc2c(C)nn(Cc3c(F)cccc3Cl)c2C)cc1	-7
CSc1cccc(NC(=O)CN(C)S(=O)(=O)c2ccc3c(c2)CCCN3C(C)=O)c1	2
COc1ccc(C(=O)NNC(=O)c2ccc(Cl)cc2Cl)cc1[N+](=O)[O-]	4

Additional structures.
SMILES	RBX1-CUL1 inh
CCC1CN(Cc2ccc3c(c2)OCO3)Cc2cc(OC)ccc2O1 (stereo unspecified)	-6
COc1ccc(-c2ccc(C3c4c(n[nH]c4C)OC(=N)C3C#N)o2)cc1 (stereo unspecified)	10
COc1cccc(NC(=O)c2ccc(CN3CCCC3)cc2)c1	5
Cc1ccccc1-n1c(-c2csc(C)c2C)n[nH]c1=S	-10
COc1ccc(C2CC(c3ccc(Br)cc3)=NN2C(C)=O)cc1 (stereo unspecified)	12
COc1cccc(C(=O)NC2CC(=O)N(Cc3ccc(F)cc3)C2)c1 (stereo unspecified)	12
O=c1cc(-c2ccc(F)cc2)nc(SCc2nc(-c3cccc(Cl)c3)no2)[nH]1	-10
CCOC(=O)c1cnc2c(C)cc(C)cc2c1Nc1ccc(N2CCOCC2)cc1	1
CCCOC(=O)c1ccc(O)c(OC)c1	-3
COc1cccc(/C=C\c2cccc(OC)c2)c1	7
Cc1ccc(Cl)cc1NC(=O)CCn1cnc2ccccc2c1=O	-4
CCS(=O)(=O)c1ncc(Cl)c(C(=O)NCc2ccc(OC)cc2)n1	0
COc1ccc(Nc2ncc(C(=O)N3CCN(c4ccccc4OC)CC3)c3ccccc23)cc1	-8
COCCN1CCC(CN(CC2CCCO2)C(=O)c2sccc2C)CC1 (stereo unspecified)	-5
CC1=C(C)C2(C)c3c(Cl)c(Cl)c(Cl)c(Cl)c3C1(C)C(=O)C2(C)C (stereo unspecified)	-8
O=C(c1ccccc1Cl)N1CCC(c2nc3ccccc3s2)CC1	11
CO[C@H]1[C@H](NC(=O)c2ccncc2)c2ccccc2C12CCN(C(=O)c1ccc(C(C)=O)cc1)CC2	0
Clc1cccc(CSC2=NCCCN2)c1	5
Cc1ccc2c(c1)C(=O)CC(CSc1nnc(COc3ccccc3C)n1C)=N2	-2
N#CC1=C2SCN(C3CCCCC3)CN2C(=O)CC1c1ccc(Br)cc1 (stereo unspecified)	13
COc1ccc2c(c1)c1c(c(=O)n(-c3cccc(C)c3)c(=O)n1CC(=O)NCC1CCCO1)n2C (stereo unspecified)	4
Cc1noc(C)c1S(=O)(=O)N(CC(=O)NCc1ccccc1)c1ccc(C(C)C)cc1	-11
COCCN1CCCC(O)(CNC2CCC2)C1=O (stereo unspecified)	6
COc1ccc(C(=O)N2N=C(c3ccccc3)SC2C#N)cc1 (stereo unspecified)	1
Cc1nonc1C1CCCN1Cc1nc(-c2ccco2)oc1C (stereo unspecified)	-6
O=C(OCc1ccccc1)c1ccc(N2C(=O)c3ccc(Br)cc3C2=O)cc1	7
COc1ccc(-n2cnc3c(sc4nccc(N(C)C)c43)c2=O)cc1	-13
O=C(Cc1ccccc1F)NC1CCN(Cc2ccccc2)CC1	-1
Cc1ccc(-c2nnc3sc(-c4ccccc4C(F)(F)F)nn23)cc1	3
CCC(=O)/C(C#N)=C/c1ccc(N(C)C)cc1	-4
Cc1nn(CC(=O)Nc2ccccc2C(F)(F)F)c(C)c1[N+](=O)[O-]	0
CCCSCCCNC(=O)c1sc2nc(C)cc(C)c2c1-n1cccc1	7
Cc1ccccc1Oc1ncccc1CNC1CCOCC1	-10
CCOc1ccc(CN(CCc2ccc3c(c2)OCO3)Cc2cc(OC)cc(OC)c2)cc1	-9
CC1CCN(Cc2c(O)ccc3c(=O)c(-c4ccc(Cl)cc4)c(C(F)(F)F)oc23)CC1	-1
CCC(=Nc1c(C)cccc1C)C(CC)=Nc1c(C)cccc1C	5
O=C(NC1CCC1)c1cc(COc2ccc(F)cc2F)[nH]n1	6
COc1cc(C)c(CC2=NC(=O)N(Cc3ccc(C)cc3)C2=O)cc1C(C)C	-3
O=C(N/N=C\c1cccc(Cl)c1Cl)c1ccc(Cl)s1	-3
OC(CNc1cccc(Cl)c1)Cn1c2ccc(I)cc2c2cc(I)ccc21 (stereo unspecified)	-2

Taken from above, 6 compounds:
SMILES	RBX1-CUL1 inh
COCCN1CCCC(O)(CNC2CCC2)C1=O (stereo unspecified)	6
COc1ccc(C(=O)N2N=C(c3ccccc3)SC2C#N)cc1 (stereo unspecified)	1
Cc1nonc1C1CCCN1Cc1nc(-c2ccco2)oc1C (stereo unspecified)	-6
O=C(OCc1ccccc1)c1ccc(N2C(=O)c3ccc(Br)cc3C2=O)cc1	7
COc1ccc(-n2cnc3c(sc4nccc(N(C)C)c43)c2=O)cc1	-13
O=C(Cc1ccccc1F)NC1CCN(Cc2ccccc2)CC1	-1

Remaining list, next part.
SMILES	RBX1-CUL1 inh
CCOC(=O)c1c(-c2cccs2)csc1NC(=O)CSc1ncnc2sc(C)c(C)c12	7
CC(=O)C1C(c2ccccc2)=NC(=S)NC1c1ccc(O)c(O)c1 (stereo unspecified)	-2
Cc1ccccc1OC(=O)c1cc(-c2ccc3c(c2)OCCO3)on1	4
CCc1ccc(Cn2nnc3c(=O)[nH]c(C4CCCN(C(=O)c5cccc(Cl)c5)C4)nc32)cc1 (stereo unspecified)	-3
O=C(NCCc1ccc(Cl)cc1)C1CCN(S(=O)(=O)c2ccc3[nH]ccc3c2)CC1	9
COc1ccc(-c2ccccc2NC(=O)C2CCCN(Cc3nccs3)C2)cc1 (stereo unspecified)	2
Cc1cc(C)cc(-c2nnc3sc(-c4ccccc4C(F)(F)F)nn23)c1	1
COc1ccc(S(=O)(=O)Nc2c(C)cccc2C)cc1OC	5
O=C(CO/N=C/c1ccccc1)N1c2ccccc2Oc2ccccc21	-7
c1ccc(COC2CCCN(c3nc4nonc4nc3N3CCOCC3)C2)cc1 (stereo unspecified)	1
COc1ccc(/C=C2\C(=O)ON=C2C)cc1O	-3
Cc1ccccc1N=c1nc(N)oc(N)n1	-14
COc1cc(NC(=O)c2cn(C3CCCC3)c(=O)c3c2c2ccccc2n3C)cc(OC)c1OC	-9
Cn1c(SCc2ccc(F)cc2)nc2ccc(C(=O)NCc3ccc(Cl)cc3)cc21	-1
CCCCNC(=O)c1cnc2sc3c(n2c1=O)CCCC3	4
CCOC(=O)C1C(C)=NC(=O)NC1c1ccc(OC)c(COc2ccc(F)cc2)c1 (stereo unspecified)	2
CCOc1ccccc1NC(=O)c1sc2nc(-c3ccc(F)cc3)ccc2c1N	8
CC(C)(C)c1ccc(-c2n[nH]c3c2CN(C(=O)CCc2cc(=O)[nH]o2)CC3)cc1	1
COCc1cc(=O)[nH]c(N)n1	-9
O=C(Oc1cccc(-c2cnc3ccccc3n2)c1)c1cccc(Cl)c1	3

Among those listed so far, these contain a cyano group:
SMILES	RBX1-CUL1 inh
CCc1ccc(C2c3c(n[nH]c3-c3cccs3)OC(=N)C2C#N)cc1 (stereo unspecified)	0
COC(=O)C1C(=O)C(C(=O)OC)C(c2cccs2)C(C#N)(C#N)C1c1cccs1 (stereo unspecified)	-1
N#Cc1c(C(F)(F)F)cc(-c2cccs2)nc1SCc1cc2c(cc1Cl)OCO2	-2
COc1ccc(-c2ccc(C3c4c(n[nH]c4C)OC(=N)C3C#N)o2)cc1 (stereo unspecified)	10
N#CC1=C2SCN(C3CCCCC3)CN2C(=O)CC1c1ccc(Br)cc1 (stereo unspecified)	13
COc1ccc(C(=O)N2N=C(c3ccccc3)SC2C#N)cc1 (stereo unspecified)	1
CCC(=O)/C(C#N)=C/c1ccc(N(C)C)cc1	-4

Next part
SMILES	RBX1-CUL1 inh
O=C(NCCS(=O)(=O)N1CCN(c2ccccc2)CC1)C1CC(=O)N(c2ccc(F)cc2)C1 (stereo unspecified)	5
COC(=O)C1OC(=O)C(C(=O)OC(C)(C)C)C1c1ccccc1 (stereo unspecified)	-6
COC(=O)c1ccc(NC(=O)Cc2coc3cc(C)ccc23)cc1	-6
CSC1=NC(=O)CC(c2cccc(O)c2)C1C#N (stereo unspecified)	-4
COc1ccc(C=Nc2sc3c(c2C#N)CCCC3)c(OC)c1	7
Cc1nc(C(=O)N2CCc3[nH]nc(COc4ccccc4)c3C2)cs1	5
Fc1ccc(N2CCN(/C=C/c3nnnn3-c3ccc4ccccc4c3)CC2)cc1	10

An excerpt, so the mix of outcomes need not match the whole.
